p53ts 32C kill – p53ts cell cytotoxicity, permissive temperature; Potency, µM (top dose mostly 46.1 µM), for the others: top-dose activity change, negative = cytotoxicity, usual class: cytotoxic; H1299-p53A138V at 32C, ATP luminescence viability, 24 h; 0.93% of 130,000 active;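 note: 0% = DMSO and -100% = full killing by reference compound; nearly all actives have a fitted effect of over 55% in size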
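H1299-p53 A138V cells (temperature-sensitive p53) exposed 24 h to up to 46 uM compound at 32C, where p53 is wild-type in conformation. Viability read as ATP luminescence and normalised to DMSO and 100 uM tamoxifen. AC50 fitted with the Hill equation.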
IkB signaling – suppresses IkB signaling in ABC-DLBCL reporter cells. 0.04% of 110,000 active. ABC-DLBCL IkBa-CBG/CBR dual luciferase ratio, 4 h; response scale: scaled: untreated 0%, proteasome inhibitor 100%. Potency, µM (titrated, usually from 57.1 µM), without a hit: at the highest dose IkBa stabilization activation; active = well fitted curve in the direction sought with a large enough effect in the signal ratio, not every such curve was filed as active; inconclusive = small, poorly fitted or top-dose-only effect, or a change in a side signal; the % refers to the signal ratio;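 note: the direction sought is a rising ratio; 0% = basal untreated cells and 100% = reference inhibitor full response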
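Curves were fitted separately to fusion (green), unfused (red) and ratio luminescence, then classed by r2, magnitude and activity. Cells: OCI-Ly3, 4 h compound plus doxycycline at 37C; 10 uM MG-132 defined full response.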
p53ts 39C tox – kills p53ts cells at the nonpermissive temperature. H1299-p53A138V viability at 39C, ATP luminescence, 24 h. 1.5% of 130,000 active. AID 902. Potency, µM (series often up to 46.1 µM), without a hit: top-dose activity change, negative = cell killing, most hits filed as cytotoxic; note: nearly all actives have a fitted effect of over 55% in size
Peg3 imprint – genomic imprint erasure induction; mouse ES Peg3-LacZ reporter, beta-gal luminescence, 40 h; Potency, µM (series often up to 60.7 µM), for inactives: top-dose activity change, positive = activation, actives largely listed as activators; 0.02% of 110,000 active;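 note: 0% = negative control wells on the plate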
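Imprint erasure is scored as LacZ activity from the silenced maternal Peg3 allele in feeder-free female ES cells cultured 40 h with LIF. Luminescence is normalized to in-plate negative controls and fitted to the Hill equation.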
* hit, by the source's call; u = inconclusive; x = no result given; & = joins results of further samples; ! = a repeat was not active; [ ] = remark or other dose. Unless noted, calls come from the whole dose curve; as a rule, active = well fitted curve in the direction sought with a large enough effect; inconclusive = small, poorly fitted or top-dose-only effect, or another doubt; inactive = no such curve, though single readings can be large; an effect the other way counts as inactive or inconclusive. Unless noted, % is set by controls: 0 for no effect and ±100 for the full control effect; potency is the fitted concentration of half-maximal effect.

Short forms: A = p53ts 32C kill; B = IkB signaling; C = p53ts 39C tox; D = Peg3 imprint
> CCCC[N+]1(C)[C@@H]2CC(OC(=O)[C@@H](CO)c3ccccc3)C[C@H]1[C@H]1O[C@H]12 (stereo not given in full)
  A: -5.2% | B: 4.8% | C: 2.7% | D: x

> COc1ccc(N2C(=O)CC(=O)NC2=O)cc1
  A: 2.8% | B: -0.3% | C: 17.9% | D: 0.4%

> Nc1ccc([As](=O)(O)O)cc1
  A: -5.9% | B: x | C: 0.9% | D: x

> CC1OC(=O)C(C(C)C)NC(=O)C(C(C)C)OC(=O)C(C(C)C)NC(=O)C(C)OC(=O)C(C(C)C)NC(=O)C(C(C)C)OC(=O)C(C(C)C)NC(=O)C(C)OC(=O)C(C(C)C)NC(=O)C(C(C)C)OC(=O)C(C(C)C)NC1=O (stereo not given)
  A: 33.1%[activator] | B: x | C: 37.7%[activator] | D: -22.1%

> CNCC(O)c1ccc(O)cc1 (stereo not given)
  A: -3.5% | B: 2.4% | C: 13.0% | D: -13.2%&-2.1%

> CC(C)CN1CCCC2(CCN(C(=O)c3ccncc3)CC2)C1
  A: -4.7% | B: -1.3%[11.4 µM] | C: -9.2% | D: x

> CC(C)c1ccc2c(c1O)CCC1C3=C(CC[C@]21C)C(=O)OC3 (stereo not given in full)
  A: -9.3% | B: x | C: -3.8% | D: -14.7%

> CCc1sc(C(=O)N2CCC3(CC2)OCCO3)cc1Br
  A: -7.6% | B: x | C: -13.1% | D: x

> COCCOC(=O)c1c(N)n(Cc2ccc(OC)cc2)c2nc3ccccc3nc12
  A: 11.3% | B: -0.2% | C: 4.6% | D: -2.5%

> CCN(CC)CCN=Cc1c(O)n(CCC2=CCCCC2)c(=O)[nH]c1=O
  A: -9.2% | B: 0.1% | C: 14.0% | D: -7.3%

> CCCCn1c(O)c(C=Nc2c(C)n(C)n(-c3ccccc3)c2=O)c(=O)[nH]c1=O
  A: 5.2% | B: 1.2% | C: -10.5% | D: -14.4%

> CCOC(=O)c1ncn2c1[C@H]1CCCN1C(=O)c1cc(OC)ccc1-2
  A: 15.8% | B: -0.1%&5.5% | C: -2.7% | D: -4.8%

> O=c1c2cc(Cl)cc(Cl)c2nc(CN2CCOCC2)n1-c1ccccc1F
  A: 8.6% | B: -1.0% | C: 13.0% | D: -20.6%

> ClCCBr
  A: -16.3%[1.84 µM] | B: 0.2% | C: -1.9% | D: 2.3%

> O=C1c2ccccc2C(=O)N1Cc1nc2ccccc2c(=O)n1-c1ccccn1
  A: -8.6% | B: -0.5% | C: 17.5% | D: 2.6%

> CCN(CC)C(=O)c1ccc(NC(=O)CSc2nnnn2-c2cc(OC)ccc2OC)cc1
  A: 4.8% | B: 0.4% | C: -0.4% | D: -22.5%

> C[C@H]1C[C@H](C)C(=O)[C@@H]([C@H](O)CC2CC(=O)NC(=O)C2)C1
  A: 24.5% | B: u | C: 11.0% | D: -28.0%

> CCOC(=O)C1=C(N)OC2=C(C(=O)CCC2)C12C(=O)N1c3c(ccc(C)c32)C(C)=CC1(C)C (stereo not given)
  A: 23.8% | B: 2.4% | C: 14.2% | D: -10.2%

> CCCCN=Cc1c(O)n(-c2c(C)cc(C)cc2C)c(=O)[nH]c1=O
  A: 3.0% | B: -1.0% | C: -1.4% | D: -0.5%

> COC(=O)C[C@](O)(CCCC(C)(C)O)C(=O)O[C@@H]1C(OC)=C[C@]23CCCN2CCc2cc4c(cc2[C@H]13)OCO4
  A: 20.0% | B: u | C: -0.9% | D: -28.2%

> Oc1ccc(Cl)cc1Cc1ccccc1
  A: -13.4%[1.84 µM] | B: 2.8% | C: 9.0% | D: -8.3%

> O=C(O)C[C@H]1OCC=C2CN3CC[C@]45c6ccccc6N[C@@H]4[C@H]1[C@H]2C[C@H]35
  A: -1.6%[9.22 µM] | B: 0.6%[11.4 µM] | C: -3.4%[9.22 µM] | D: -11.1%[10.9 µM]

> C[C@]12CN(CC[N+](C)(C)C)C[C@]1(C)[C@@H]1CC[C@@H]2O1
  A: -1.3%[9.22 µM] | B: -1.2%[11.4 µM] | C: 6.9%[9.22 µM] | D: 1.5%[10.9 µM]

> C[C@@H]1O[C@H](O[C@@H]2C=C3CC[C@H]4[C@@H](CC[C@]5(C)[C@@H](c6ccc(=O)oc6)CC[C@]45O)[C@@]3(C)CC2)[C@@H](O)[C@H](O)[C@@H]1O
  A: u | B: u | C: u | D: -8.8%[16.8 µM]

> CN1C(=O)N(C)C(=O)C2(Cc3c(ccc4ccccc34)N(C)C2)C1=O
  A: 7.7% | B: 1.0% | C: 4.9% | D: 4.8%

> NC(=O)COc1c(F)cc(SCCNS(=O)(=O)c2ccccc2)cc1F
  A: -9.8% | B: -3.4% | C: -3.1% | D: -9.7%

> N[C@H](C(=O)O)c1cc(=O)[nH]o1
  A: -8.8% | B: 0.4%&-4.7% | C: -16.0% | D: -6.6%

> Cc1cc(C)n2nc(SCC(=O)N3CCC4(CC3)OCCO4)nc2n1
  A: 5.3% | B: -0.6% | C: 11.8% | D: -10.2%

> O=c1[nH]c(=O)n(CCc2ccc(F)cc2)c(O)c1C=NCCCN1CCOCC1
  A: -3.0% | B: 1.4% | C: 5.9% | D: -22.0%

> CC(C)Nc1nc(Cl)nc(NC(C)C)n1
  A: 2.4% | B: x | C: 5.1% | D: 1.7%

> ClC=C(Cl)Cl
  A: 5.8%[1.84 µM] | B: 7.4% | C: 13.9% | D: 1.3%

> OCCN1CCN(CCCN2c3ccccc3Sc3ccc(C(F)(F)F)cc32)CC1
  A: u | B: -0.6%[25.6 µM] | C: 12.6µM*! | D: -33.6%[inhibitor]

> COc1cc2[nH]c(=O)n(-c3ccccc3)c(=O)c2cc1OC
  A: 1.5% | B: -1.2% | C: 6.9% | D: 1.5%

> COC(=O)[C@H]1[C@@H](c2ccccc2)[C@@]2(c3ccccc3)Oc3ccccc3[C@@]1(O)[C@@H]2O
  A: 7.9%[9.22 µM] | B: x | C: -6.4%[9.22 µM] | D: x

> CN(N=O)c1ccc(O)c(O)c1
  A: 18.9% | B: 1.6% | C: 8.0% | D: 28.4%

> O=C(c1ccc2nc3ccc(Cl)cc3c(=O)n2c1)N1CCC2(CC1)OCCO2
  A: 8.1% | B: -0.3% | C: -5.9% | D: -10.2%

> Cc1ccc(NC(=O)CSc2nc(-c3ccco3)cc(C(F)(F)F)n2)c(C)c1
  A: -1.9% | B: -3.7% | C: u | D: -24.5%[10.9 µM]

> COc1cc(C[C@H](C)N)c(OC)cc1I
  A: 4.1%&21.9% | B: -8.1%&-3.3% | C: -11.4%&-6.4% | D: x

> CCOc1cc(C2NCc3ccccc3-n3cccc32)ccc1O (stereo not given)
  A: 3.6% | B: 2.3% | C: 5.6% | D: -5.4%

> CC1(C)CN=C(Nc2ccc(F)c(F)c2)S1
  A: 0.7% | B: -5.0% | C: 3.9% | D: 0.4%

> CC(C)OCCCNC(=O)c1c(N)n(CC2CCCO2)c2nc3ccccc3nc12 (stereo not given)
  A: 6.8% | B: u | C: 6.4% | D: -18.3%

> COc1cc2c(cc1OC)-c1c(OC)c(OC)c(C=O)c3c1[C@H](C2)N(C)CC3
  A: -16.5% | B: x | C: -11.8% | D: -47.7%[inhibitor]

> CN(C)C(=O)Oc1ccc(Cl)c2ccccc12
  A: 0.4% | B: 0.0% | C: 0.5% | D: -19.4%

> C=CCN1C(=O)NC(=O)C(Cc2ccc(OC)c(OC)c2)C1=O (stereo not given)
  A: 2.5% | B: 1.3% | C: 2.3% | D: 6.7%

> Cc1[nH]cnc1CCN
  A: -4.5% | B: x | C: 3.3% | D: -13.1%

> CCc1ccc(C(=O)C23CN4CN(CN(C4)C2)C3)cc1
  A: 16.4% | B: x | C: 7.7% | D: x

> CCN1CCN(Cc2ccc(C)cc2C)CC1
  A: -0.3% | B: 0.3% | C: 1.1% | D: -8.3%

> COc1ccc(CN2CC3CC(C2)c2cccc(=O)n2C3)cc1OC (stereo not given)
  A: -6.0% | B: 3.9% | C: 0.2% | D: -4.3%

> Cn1c(O)c(C(=O)c2ccccc2)c(=O)n(C)c1=O
  A: -3.3% | B: 0.1% | C: 8.6% | D: -2.0%

13 structures already listed, ordered by formula weight, ascending.
Short forms: A = p53ts 32C kill; B = IkB signaling; C = p53ts 39C tox; D = Peg3 imprint
> CC(C)Nc1nc(Cl)nc(NC(C)C)n1
  A: 2.4% | B: x | C: 5.1% | D: 1.7%

> CC1(C)CN=C(Nc2ccc(F)c(F)c2)S1
  A: 0.7% | B: -5.0% | C: 3.9% | D: 0.4%

> C[C@]12CN(CC[N+](C)(C)C)C[C@]1(C)[C@@H]1CC[C@@H]2O1
  A: -1.3%[9.22 µM] | B: -1.2%[11.4 µM] | C: 6.9%[9.22 µM] | D: 1.5%[10.9 µM]

> CC(C)CN1CCCC2(CCN(C(=O)c3ccncc3)CC2)C1
  A: -4.7% | B: -1.3%[11.4 µM] | C: -9.2% | D: x

> CN1C(=O)N(C)C(=O)C2(Cc3c(ccc4ccccc34)N(C)C2)C1=O
  A: 7.7% | B: 1.0% | C: 4.9% | D: 4.8%

> COc1cc2c(cc1OC)-c1c(OC)c(OC)c(C=O)c3c1[C@H](C2)N(C)CC3
  A: -16.5% | B: x | C: -11.8% | D: -47.7%[inhibitor]

> CCCCn1c(O)c(C=Nc2c(C)n(C)n(-c3ccccc3)c2=O)c(=O)[nH]c1=O
  A: 5.2% | B: 1.2% | C: -10.5% | D: -14.4%

> COC(=O)[C@H]1[C@@H](c2ccccc2)[C@@]2(c3ccccc3)Oc3ccccc3[C@@]1(O)[C@@H]2O
  A: 7.9%[9.22 µM] | B: x | C: -6.4%[9.22 µM] | D: x

> COCCOC(=O)c1c(N)n(Cc2ccc(OC)cc2)c2nc3ccccc3nc12
  A: 11.3% | B: -0.2% | C: 4.6% | D: -2.5%

> Cc1ccc(NC(=O)CSc2nc(-c3ccco3)cc(C(F)(F)F)n2)c(C)c1
  A: -1.9% | B: -3.7% | C: u | D: -24.5%[10.9 µM]

> O=c1c2cc(Cl)cc(Cl)c2nc(CN2CCOCC2)n1-c1ccccc1F
  A: 8.6% | B: -1.0% | C: 13.0% | D: -20.6%

> CC(C)OCCCNC(=O)c1c(N)n(CC2CCCO2)c2nc3ccccc3nc12 (stereo not given)
  A: 6.8% | B: u | C: 6.4% | D: -18.3%

> CCOC(=O)C1=C(N)OC2=C(C(=O)CCC2)C12C(=O)N1c3c(ccc(C)c32)C(C)=CC1(C)C (stereo not given)
  A: 23.8% | B: 2.4% | C: 14.2% | D: -10.2%

Screening results from PubChem.

This is a subset; count on the stated rates, not on these rows.
